GPR55 beta-arrestin = GPR55 agonists via beta-arrestin recruitment, primary screen, imaging, U2OS cells, beta-arrestin-GFP redistribution (AID 1961); one-dose activation, % at 10 µM; EC50 in µM for titrated hits; 0.048% of 290,000 active; U2OS GPR55 beta-arrestin-GFP redistribution imaging; higher % means a stronger effect;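 active = activation above 40% with more than 50 cells counted in the well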;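 note: U2OS osteosarcoma cells stably expressing GPR55 and beta-arrestin-GFP; plate controls were DMSO negative control for no effect and LPI positive control for full effect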
GPR35 antagonists = inhibition of zaprinast-stimulated GPR35 beta-arrestin translocation – imaging, U2OS, beta-arrestin-GFP, zaprinast agonist, primary screen (AID 2058). U2OS GPR35 beta-arrestin-GFP translocation imaging, zaprinast antagonism; higher % means a stronger effect. inhibition, % at 10 µM, or IC50 in µM where a hit was titrated. 0.052% of 290,000 active;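 active = inhibition of at least 50% with at least 30 cells and total cytoplasm GFP at most 10,000,000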
West Nile antiviral = West Nile virus antiviral activity, cell-based, CPE readout (AID 1621). West Nile virus-infected cells, CPE inhibition; higher % means a stronger effect. CPE inhibition, % at 10 µM; hits with a dose series show IC50 in µM. 0.02% of 290,000 active; in the data active = a potency from the dose series; note: strong numbers were not always called active
KOR beta-arrestin-1 = KOR antagonists, beta-arrestin recruitment, cell-based, luminescence, uHTS (AID 1778). KOR beta-arrestin recruitment, luminescence, antagonist mode; higher % means a stronger effect. one-dose inhibition, % at 10 µM; IC50 in µM for titrated hits. 0.091% of 290,000 active; in the data active = inhibition above about 50%; note: strong numbers were not always called active
NS5 inhibitors = flavivirus cap methylation enzyme inhibition – biochemical, confirmation dose response, primary screen (AID 588689). 0.3% of 340,000 active. inhibition, % at 25 µM; hits with a dose series show IC50 in µM. Dengue-2 NS5 methyltransferase capping enzyme assay, biochemical; higher % means a stronger effect; in the data active = a potency from the dose series
HIV fusion peptide = cell-free HIV fusion peptide-binding blockers – biochemical, uHTS, fluorescence dequenching, primary screen (AID 1986) | one-dose inhibition, % at 20 µM; IC50 in µM for titrated hits | 0.3% of 290,000 active | cell-free peptide binding, fluorescence dequenching, 30 min; higher % means a stronger effect; in the data active = inhibition mostly above about 52%, no sharp cut-off; inactive = mostly below about 76%; note: some results filed as inactive read as strong as hits
NOD1 inhibition = NOD1 signaling inhibitors, primary screen, cell-based, luminescence, uHTS (AID 1578). 1% of 290,000 active. one-dose inhibition, % at 4 µM; EC50 in µM for titrated hits. NOD1-driven NF-kB luciferase reporter cells, luminescence; higher % means a stronger effect; in the data active = inhibition mostly above about 36%, no sharp cut-off; inactive = mostly below about 34%;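 note: HEK-293T reporter cells stimulated with the NOD1 agonist gamma-tri-DAP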
KOR beta-arrestin-2 = kappa opioid receptor activators – cell-based, luminescence, uHTS, primary screen (AID 1777) | KOR beta-arrestin recruitment, luminescence; higher % means a stronger effect | activation, % at 10 µM, or EC50 in µM where a hit was titrated | 0.02% of 280,000 active; in the data active = activation above about 50%, passing the limit was not always enough; note: a part of the inactive calls stands beside numbers as strong as those of hits
GPR55 antagonists = GPR55 antagonists blocking LPI-driven arrestin recruitment, primary screen, imaging, U2OS, beta-arrestin-GFP, LPI agonist (AID 2013) | 0.13% of 290,000 active | U2OS GPR55 beta-arrestin-GFP translocation imaging, LPI antagonism; higher % means a stronger effect | inhibition, % at 10 µM, or IC50 in µM where a hit was titrated;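 active = spots per cell inhibited over 60%, with over 100 cells counted and total cytoplasm intensity under 500,000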;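 note: U2OS cells stably carrying GPR55 and arrestin-GFP stimulated by 5 µM LPI near EC80; imaged beta-arrestin-GFP aggregate spots per cell after agonist stimulation; plate controls were LPI-stimulated DMSO wells for no effect and DMSO wells without LPI for full effect; some results filed as inactive read as strong as hits; confirmed hits need IC50 under 10 µM and bright autofluorescent wells are also inconclusive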
The depositor's hits bear a star; x = not tested or not shown; [ ] = dose if it differs, or a comment.

1) COc1cccc(-c2noc(Cn3nc(C)c([N+](=O)[O-])c3C)n2)c1
2) O=C(NCc1ccccc1C(F)(F)F)C1CCC(=O)N(C2CCCCCC2)C1 (centres undefined)
3) CC(C)c1ccc(NC(=O)C(=O)C2C(=O)Nc3ccccc32)cc1 (centres undefined)
4) CCN1C(=O)c2cccc3c(S(=O)(=O)NC(Cc4c[nH]c5ccccc45)C(=O)O)ccc1c23 (centres undefined)
5) O=C(c1cccs1)N1CCC2(O)CCCCC2C1c1ccc(F)cc1 (centres undefined)

| assay / compound | 1 | 2 | 3 | 4 | 5 |
| --- | --- | --- | --- | --- | --- |
| GPR55 beta-arrestin | 0.8% | 0.0% | 0.8% | -0.1% | -0.5% |
| GPR35 antagonists | 7% | 5% | -14% | -1% | -11% |
| West Nile antiviral | -0.6% | -0.4% | 1.0% | 0.3% | -0.7% |
| KOR beta-arrestin-1 | -9% | -13% | 6% | -13% | 4% |
| NS5 inhibitors | -6% | -1% | 11% | 0% | -5% |
| HIV fusion peptide | -2.3% | -1.9% | 17% | 3.2% | 3.1% |
| NOD1 inhibition | -4% | 22% | -44% | -25% | -38% |
| KOR beta-arrestin-2 | 1.7% | -0.1% | -1.4% | -7.3% | -2.6% |
| GPR55 antagonists | 4% | 3% | 4% | 1% | 9% |

Arranged by formula weight (lowest first): some entries from above
1) COc1cccc(-c2noc(Cn3nc(C)c([N+](=O)[O-])c3C)n2)c1
5) O=C(c1cccs1)N1CCC2(O)CCCCC2C1c1ccc(F)cc1 (centres undefined)
2) O=C(NCc1ccccc1C(F)(F)F)C1CCC(=O)N(C2CCCCCC2)C1 (centres undefined)
4) CCN1C(=O)c2cccc3c(S(=O)(=O)NC(Cc4c[nH]c5ccccc45)C(=O)O)ccc1c23 (centres undefined)

| assay / compound | 1 | 5 | 2 | 4 |
| --- | --- | --- | --- | --- |
| GPR55 beta-arrestin | 0.8% | -0.5% | 0.0% | -0.1% |
| GPR35 antagonists | 7% | -11% | 5% | -1% |
| West Nile antiviral | -0.6% | -0.7% | -0.4% | 0.3% |
| KOR beta-arrestin-1 | -9% | 4% | -13% | -13% |
| NS5 inhibitors | -6% | -5% | -1% | 0% |
| HIV fusion peptide | -2.3% | 3.1% | -1.9% | 3.2% |
| NOD1 inhibition | -4% | -38% | 22% | -25% |
| KOR beta-arrestin-2 | 1.7% | -2.6% | -0.1% | -7.3% |
| GPR55 antagonists | 4% | 9% | 3% | 1% |

Carrying on:
6) COC(=O)C1=C(C)N(c2ccc(Br)cc2)C(=O)/C1=C\c1ccco1
7) Cc1ccc(S(=O)(=O)N2C(=O)CCC2C(=O)Nn2cnnc2)cc1 (centres undefined)
8) COc1cccc(CNC(=O)Cn2ccc([N+](=O)[O-])n2)c1
9) Cc1cc(NC(=O)CSc2nnc(-c3cccnc3)n2C2CCCCC2C)no1 (centres undefined)
10) CC(=O)Nc1ccc(S(=O)(=O)Nc2cccc(-c3cn4cccnc4n3)c2)cc1

| assay / compound | 6 | 7 | 8 | 9 | 10 |
| --- | --- | --- | --- | --- | --- |
| GPR55 beta-arrestin | -0.2% | -0.1% | -0.4% | -0.1% | 0.2% |
| GPR35 antagonists | 2% | 0% | 10% | 12% | -16% |
| West Nile antiviral | -1.0% | -0.1% | 0.2% | -0.2% | 0.5% |
| KOR beta-arrestin-1 | x | 11% | -57%[20 µM] | -19% | 25% |
| NS5 inhibitors | -4% | -2% | -3% | 0% | -7% |
| HIV fusion peptide | 27% | 0.8% | 0.1% | 1.6% | -0.2% |
| NOD1 inhibition | 34% | -28% | 12% | -35% | -29% |
| KOR beta-arrestin-2 | 1.8% | -0.3% | -0.8% | 0.9% | -5.5% |
| GPR55 antagonists | 2% | -4% | 0% | -1% | 4% |

11) O=C(NC(=S)NNS(=O)(=O)c1ccccc1)c1ccccc1[N+](=O)[O-]
12) O=C(CSc1nnc(-c2ccccc2Cl)o1)N1CCOCC1
13) O=S(=O)(Nc1cccc(S(=O)(=O)N2CCOCC2)c1)c1ccc(Cl)s1
14) Cn1nnnc1SCC(=O)Nc1ccccc1N1CCCCC1
15) C=CCc1ccc(OCCCOc2ccc(C)c(C)c2)c(OC)c1

| assay / compound | 11 | 12 | 13 | 14 | 15 |
| --- | --- | --- | --- | --- | --- |
| GPR55 beta-arrestin | -0.3% | -0.1% | -0.2% | 0.3% | -0.1% |
| GPR35 antagonists | 2% | -7% | 2% | -2% | 3% |
| West Nile antiviral | -0.2% | 0.5% | 0.3% | -0.6% | 0.2% |
| KOR beta-arrestin-1 | -4% | -14% | 18%[20 µM] | 23% | -1% |
| NS5 inhibitors | 9% | -4% | 4% | 2% | -6% |
| HIV fusion peptide | 0.3% | -0.9% | 2.6% | -1.0% | 1.1% |
| NOD1 inhibition | -13% | -73% | -21% | -50% | -4% |
| KOR beta-arrestin-2 | 23% | -1.1% | -1.1% | -3.7% | -9.2% |
| GPR55 antagonists | 4% | 0% | -2% | -5% | 8% |

16) COc1ccc(NC(=O)N2CCCC2C(=O)NCc2ccc(F)cc2)cc1 (centres undefined)
17) COc1ccc(NC(=O)c2c(F)c(F)c(F)c(F)c2F)cc1Cl
18) CCN1C(=NCCc2cccnc2)N[C@@H](c2ccccc2)[C@H](C(=O)OC)[C@H]1C
19) CCN(CC)S(=O)(=O)c1ccc(OC)c(NC(=O)/C=C/c2ccco2)c1
20) O=C(NCCc1ccccc1)C(=O)c1cn(CC(=O)N2CCCC2)c2ccccc12
21) C=CCNC(=O)C(=O)N/N=C/c1cccc(Br)c1
22) COc1ccsc1C(=O)Nc1ccc(F)cc1F
23) CCc1nc(Sc2nnnn2-c2ccccc2)c2c3c(sc2n1)CCCC3

| assay / compound | 16 | 17 | 18 | 19 | 20 | 21 | 22 | 23 |
| --- | --- | --- | --- | --- | --- | --- | --- | --- |
| GPR55 beta-arrestin | -0.3% | -0.1% | -0.3% | 1.8% | -0.2% | -0.1% | -0.4% | 0.1% |
| GPR35 antagonists | -1% | 8% | -1% | -16% | 8% | -2% | -16% | -7% |
| West Nile antiviral | -0.1% | 1.0% | -0.2% | -1.2% | 0.3% | -0.2% | 0.4% | 0.0% |
| KOR beta-arrestin-1 | 6% | -46% | -49%[20 µM] | 1% | 6% | -21%[20 µM] | 3% | -10% |
| NS5 inhibitors | -5% | 2% | -2% | -18% | 1% | 3% | -4% | 3% |
| HIV fusion peptide | 2.2% | -2.2% | 1.1% | 9.2% | 0.9% | -0.9% | 1.6% | -1.4% |
| NOD1 inhibition | -13% | 9% | -21% | -4% | 3% | -26% | -25% | 48% |
| KOR beta-arrestin-2 | -1.8% | 12% | -5.6% | 3.9% | 0.3% | x | -6.7% | 13% |
| GPR55 antagonists | 2% | -7% | -8% | 6% | 10% | 13% | 0% | 4% |

One compound at a time, as listed above.
CCN(CC)S(=O)(=O)c1ccc(OC)c(NC(=O)/C=C/c2ccco2)c1 across the screens: GPR55 beta-arrestin = 1.8%; GPR35 antagonists = -16%; West Nile antiviral = -1.2%; KOR beta-arrestin-1 = 1%; NS5 inhibitors = -18%; HIV fusion peptide = 9.2%; NOD1 inhibition = -4%; KOR beta-arrestin-2 = 3.9%; GPR55 antagonists = 6%
Cn1nnnc1SCC(=O)Nc1ccccc1N1CCCCC1 across the screens: GPR55 beta-arrestin = 0.3%; GPR35 antagonists = -2%; West Nile antiviral = -0.6%; KOR beta-arrestin-1 = 23%; NS5 inhibitors = 2%; HIV fusion peptide = -1.0%; NOD1 inhibition = -50%; KOR beta-arrestin-2 = -3.7%; GPR55 antagonists = -5%
COc1cccc(-c2noc(Cn3nc(C)c([N+](=O)[O-])c3C)n2)c1 across the screens: GPR55 beta-arrestin = 0.8%; GPR35 antagonists = 7%; West Nile antiviral = -0.6%; KOR beta-arrestin-1 = -9%; NS5 inhibitors = -6%; HIV fusion peptide = -2.3%; NOD1 inhibition = -4%; KOR beta-arrestin-2 = 1.7%; GPR55 antagonists = 4%

Compound activity: PubChem, several laboratories

An excerpt, so the mix of outcomes need not match the whole.
